# TNAP act hi DEA: TNAP (human) activation, high acceptor; purified TNAP, CDP-star luminescence, 1 M DEA, 30 min; active compounds read high; 0 = EDTA background, 1 = DMSO-only activity; 200,000 tested, under 10 active; activation factor at 20 µM; AID 1136;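 active means activation factor at least 2 at 20 µM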
#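 Control set: EDTA negative control, DMSO positive control / Assay system: human TNAP / Quantity: TNAP 1/800 final / Evaluation: TNAP activation factor scaled between EDTA and DMSO control wells / Measured by: luminescent substrate turnover signal / Compound dosing: one dose, 20 µM / Times: 30 min enzyme reaction at room temperature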
# PMI act: activators of human phosphomannose isomerase; P34949; activation factor at 20 µM; purified human PMI, coupled resazurin fluorescence, 20 min; active compounds read high; 1 = vehicle control, 0 substrate-free wells; actives 0.005% (n = 190,000);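 active means activation factor of 2 or more at 20 µM, relative to plate controls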
# Target sequence (P34949 whole entry, looked up): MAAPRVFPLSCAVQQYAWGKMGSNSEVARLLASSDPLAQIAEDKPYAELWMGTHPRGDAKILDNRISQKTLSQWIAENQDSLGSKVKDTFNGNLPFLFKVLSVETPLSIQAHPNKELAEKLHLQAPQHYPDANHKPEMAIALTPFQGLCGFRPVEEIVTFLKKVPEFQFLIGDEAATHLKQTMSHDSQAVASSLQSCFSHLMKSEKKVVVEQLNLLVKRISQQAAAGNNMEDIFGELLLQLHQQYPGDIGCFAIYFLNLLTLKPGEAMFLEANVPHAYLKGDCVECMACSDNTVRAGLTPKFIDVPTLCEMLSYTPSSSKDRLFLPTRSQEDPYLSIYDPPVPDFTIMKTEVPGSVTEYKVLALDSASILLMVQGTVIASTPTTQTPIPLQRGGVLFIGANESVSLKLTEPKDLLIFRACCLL
# PMI act satM6P: increases human PMI activity with near-saturating mannose 6-phosphate; activation factor at 20 µM; actives 0.34% (n = 190,000); P34949; AID 1216; coupled PMI enzyme assay, resazurin fluorescence, 20 min; active compounds read high; 1 = untreated enzyme, 0 = substrate-free blank;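 active means activation factor of 2 or more at 20 µM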
#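 Test system – human PMI in coupled enzyme assay · Timing – 20 min incubation at room temperature · Detection – Diaphorase-driven resazurin-to-resorufin fluorescence, excitation 544, emission 590 nm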
# TNAP inh hi DEA: blocks human TNAP under high phosphate acceptor concentration; inhibition, % at 20 µM; actives 0.03% (n = 200,000); purified TNAP, CDP-star luminescence, 1 M DEA;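 active means over 50% inhibition of tissue-nonspecific alkaline phosphatase at 20 µM in the single-dose screen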;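 further: plate controls were DMSO wells for no effect and EDTA-quenched wells as full inhibition for full effect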
# NF-kB neuron act: compounds increasing NF-kB expression in human neuronal cells | NF-kB reporter expression; active compounds read high | fold change at 12.5 µM | actives 1.6% (n = 190,000); in the data active means fold change above about 3.3
# TNAP inh no acc: inhibitors of human TNAP without phosphate acceptor; P05186; actives 0.26% (n = 200,000); purified TNAP, CDP-star luminescence, 30 min; inhibition, % at 20 µM;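 active means tissue-nonspecific alkaline phosphatase inhibition above about 50% at 20 µM in the single-dose screen, limit read from the data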;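 further: 0% = DMSO negative control and 100% = EDTA positive control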
# FLuc act counter: firefly luciferase counter-screen for stimulation assays | P08659 | ATPlite luciferase biochemical, luminescence, 10 min; 0 = ATP-free wells, 1 = DMSO control | activation factor at 10 µM | 200,000 tested, under 10 active | AID 1027;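 active means luciferase activation factor, scaled between plate controls, of at least 2 with compound at 10 µM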
# Target sequence (P08659 whole entry, looked up): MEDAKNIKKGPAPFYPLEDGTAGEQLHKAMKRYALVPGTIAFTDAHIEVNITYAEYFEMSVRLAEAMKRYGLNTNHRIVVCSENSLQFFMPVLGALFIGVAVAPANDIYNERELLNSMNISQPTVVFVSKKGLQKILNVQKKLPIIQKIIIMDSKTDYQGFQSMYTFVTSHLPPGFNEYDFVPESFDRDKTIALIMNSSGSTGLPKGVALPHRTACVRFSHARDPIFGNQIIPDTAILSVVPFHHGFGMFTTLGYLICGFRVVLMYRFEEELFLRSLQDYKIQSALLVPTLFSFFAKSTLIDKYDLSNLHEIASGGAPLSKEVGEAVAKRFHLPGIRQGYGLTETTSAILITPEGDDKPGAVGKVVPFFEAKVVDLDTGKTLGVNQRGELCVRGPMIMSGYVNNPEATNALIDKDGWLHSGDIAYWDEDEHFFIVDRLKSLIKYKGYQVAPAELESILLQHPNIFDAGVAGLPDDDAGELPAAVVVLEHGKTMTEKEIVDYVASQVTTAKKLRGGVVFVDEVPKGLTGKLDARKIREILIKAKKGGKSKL
#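 System: cell-free luciferase reagent; medium: PBS as buffer for the ATP substrate; doses: test compounds dosed from 2 mM stocks in 100% DMSO; incubation: 10 min, room temperature; measured by: luminescence from luciferase reaction; read-out: luciferase activation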
# APP 5'UTR act: APP 5'UTR luciferase reporter activation; activation, % at 2 µM; SH-SY5Y APP 5'UTR luciferase reporter, luminescence; zero percent = DMSO vehicle wells; actives 1% (n = 190,000);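 active means activation above a set limit, based on mean plus 3 SD of controls, cut at about 140% in these data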; further: values of inactives mirror those of a sister screen read the other way
# FLuc inh counter: counter-screen for luciferase assay inhibitors: firefly luciferase inhibition | actives 1.5% (n = 200,000) | inhibition, % at 10 µM | ATPLite firefly luciferase biochemical luminescence, 10 min | AID 1006;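 active means inhibition above about 50% when tested at 10 µM, limit read from the data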
# bIAP act: intestinal alkaline phosphatase (bovine) activation | actives 0.17% (n = 200,000) | activation factor at 20 µM | purified bovine IAP, CDP-star luminescence, 30 min; active compounds read high; fold of DMSO-control signal, blank-subtracted | AID 1016;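 active means activation factor of 2 or more at 20 µM, a signal rise over negative controls twice the positive control's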
# * marks the source's active call; other numbers are inactive results; x = no result given.
# Codes: A = TNAP act hi DEA; B = PMI act; C = PMI act satM6P; D = TNAP inh hi DEA; E = NF-kB neuron act; F = TNAP inh no acc; G = FLuc act counter; H = APP 5'UTR act; I = FLuc inh counter; J = bIAP act
> COc1ccc(CN(CCC(c2ccc(F)cc2)C2CCOC(C)(C)C2)C(=O)c2ccco2)cc1 (configuration not stated)
  A: 1	B: 0.8	C: 0.8	D: 0	E: 0.4	F: 1	G: 1	H: -3	I: -2	J: 0.9
> O=C(O)CCC(=O)NNc1ncnc2ccccc12
  A: 1	B: 1	C: 0.9	D: -4	E: 1	F: -18	G: 1	H: 16	I: 4	J: 1.1
> CC(=O)c1ccc(NC(=O)C2CC(c3ccc(F)cc3)=NO2)cc1 (configuration not stated)
  A: 1	B: 1	C: 1	D: -4	E: 2.2	F: -11	G: 1.1	H: 13	I: -5	J: 0.9
> CC(CSc1nnnn1-c1ccccc1)Cn1c(N2CCN(C)CC2)nc2c1c(=O)[nH]c(=O)n2C (configuration not stated)
  A: 1	B: 1	C: 1.1	D: -1	E: 1.1	F: -9	G: 1.1	H: -16	I: -7	J: 1.1
> Nc1nc(NCC2CCCO2)nc(Nc2ccccc2)c1[N+](=O)[O-] (configuration not stated)
  A: 1	B: 1	C: 1	D: 3	E: 0.93	F: 0	G: 1	H: 1	I: -3	J: 1
> COc1ccc(CN2C(=O)CCC(C(=O)O)C2c2ccccc2)cc1 (configuration not stated)
  A: 1	B: 1.2	C: 1	D: 0	E: 0.95	F: -5	G: 1	H: 6	I: -2	J: 1
> Cc1ccc(C)n1-c1ncc(Br)cn1
  A: 1	B: 1	C: 1	D: -3	E: 1.1	F: -8	G: 1	H: 11	I: -4	J: 1.1
> O=C(NCCc1ccccc1)c1cnc2sccn2c1=O
  A: 1	B: 1	C: 0.9	D: -2	E: 2	F: -12	G: 1	H: 74	I: -1	J: 0.9
> CCOC(=O)Cn1c(-c2nonc2NC(=O)c2ccccc2F)nc2ccccc21
  A: 1	B: 1	C: 1	D: -3	E: 0.98	F: -11	G: 1.1	H: 5	I: -6	J: 1
> Nc1nnnn1CC(=O)OCc1cccc(Br)c1
  A: 1	B: 1	C: 1	D: 0	E: 1.1	F: -8	G: 1	H: -2	I: -4	J: 0.9
> CN1CCN(C(=O)c2cc3c(n(-c4ccccc4)c2=O)CC(C)(C)CC3=O)CC1
  A: 1.1	B: 1	C: 1	D: -7	E: 1.4	F: -13	G: 1	H: 6	I: 0	J: 0.9
> CC(C)C(OC(=O)c1cc2sccc2n1C)C(=O)NCC1CCCO1 (configuration not stated)
  A: 1.1	B: 1	C: 1	D: -5	E: 1.1	F: -13	G: 1	H: 5	I: -2	J: 1
> Cc1ccc2c(c1)N(CCC(=O)NCc1cccnc1)C(=O)CO2
  A: 1.1	B: 1	C: 1	D: -5	E: 1.2	F: -7	G: 1.1	H: 0	I: -8	J: 0.9
> CN(C)c1oc(-c2ccccc2Cl)nc1S(=O)(=O)c1ccccc1
  A: 1.1	B: 1.1	C: 0.9	D: -7	E: 1.2	F: 5	G: 1.1	H: -2	I: -7	J: 0.9
> Cc1nc2ccccc2c2c(N)c3ccccc3n12
  A: 1	B: 0.8	C: 0.9	D: 3	E: 1.3	F: -4	G: 1	H: -6	I: -3	J: 0.9
> c1ccc2c(CNn3cnnc3)cccc2c1
  A: 1	B: 0.8	C: 0.9	D: -1	E: 0.96	F: -17	G: 1	H: 4	I: -1	J: 1.1
> CCC(C)n1c(-c2cccc(S(=O)(=O)N(CC)CC)c2)n[nH]c1=S (configuration not stated)
  A: 1	B: 0.9	C: 0.9	D: -4	E: 0.94	F: -19	G: 1	H: 14	I: -1	J: 1.3
> c1ccc(Nc2nc(-c3cccnc3)cs2)nc1
  A: 1	B: 0.9	C: 1	D: -1	E: 5*	F: -3	G: 0.5	H: 194*	I: 49	J: 1
> O=C(O)CCC(=O)N1N=C(c2ccco2)CC1c1cccs1 (configuration not stated)
  A: 1	B: 0.9	C: 0.9	D: -4	E: 1.2	F: -11	G: 1	H: -17	I: -4	J: 0.9
> CN1CCN(CCC(=O)Nc2ccc(F)c(F)c2)CC1
  A: 1	B: 1	C: 1	D: -2	E: 1.3	F: -15	G: 1.1	H: 5	I: -8	J: 0.9
> O=C(Nc1nccs1)C1CCN(S(=O)(=O)c2ccc(Cl)c(C(F)(F)F)c2)CC1
  A: 1	B: 1	C: 1	D: -1	E: 0.89	F: -9	G: 1	H: -2	I: 1	J: 0.9
> CCN=C1SC(C(=O)Nc2ccc(Cl)c(Cl)c2)CC(=O)N1CC (configuration not stated)
  A: 1.1	B: 0.9	C: 0.9	D: -5	E: 0.97	F: -9	G: 1	H: 9	I: -3	J: 0.9
> CC(C)C(C(=O)Nc1ccc(S(N)(=O)=O)cc1)N1C(=O)c2ccccc2C1=O (configuration not stated)
  A: 1	B: 1.1	C: 1	D: -3	E: 1.2	F: -9	G: 1	H: -4	I: -1	J: 1
> Cc1ccnc(NC(=O)CSc2nnc3c(n2)[nH]c2ccccc23)c1
  A: 1	B: 1	C: 0.9	D: -2	E: 0.77	F: 8	G: 1	H: 29	I: 2	J: 1.1
> COC(=O)c1cc(Cl)c(N)cc1OC
  A: 1	B: 1	C: 1	D: -4	E: 1.5	F: 10	G: 1.1	H: -4	I: -6	J: 1.1
> C(=N\Nc1nc(N2CCCC2)nc(N2CCCC2)n1)/c1ccccc1OCc1ccccc1
  A: 1	B: 0.9	C: 0.9	D: -3	E: 1.1	F: -8	G: 1	H: 23	I: -1	J: 1.2
> CCOC(=O)c1sc2nc(-c3ccco3)c3c(c2c1N)CC(C)(C)OC3
  A: 1	B: 1	C: 0.9	D: 1	E: x	F: -3	G: 1	H: x	I: 1	J: 1.1
> CC(Cc1ccsc1)NC(=O)CCc1nnc(COc2ccccc2)o1 (configuration not stated)
  A: 1.1	B: 1	C: 1	D: -6	E: 1.7	F: -8	G: 1	H: 23	I: -3	J: 1.1
> CC1CCN(C(=O)c2ccc(COc3ccccc3Cl)o2)CC1
  A: 1	B: 1	C: 1.1	D: 1	E: 1.1	F: -6	G: 1	H: 4	I: -1	J: 0.9
> NC(=O)NC(=O)COC(=O)c1ccc(OC(F)F)cc1
  A: 1.1	B: 0.9	C: 0.9	D: -7	E: x	F: -18	G: 1.1	H: 1	I: -7	J: 1

# Of the compounds above, two contain two or more sulfur atoms.
# Codes: A = TNAP act hi DEA; B = PMI act; C = PMI act satM6P; D = TNAP inh hi DEA; E = NF-kB neuron act; F = TNAP inh no acc; G = FLuc act counter; H = APP 5'UTR act; I = FLuc inh counter; J = bIAP act
> CCC(C)n1c(-c2cccc(S(=O)(=O)N(CC)CC)c2)n[nH]c1=S (configuration not stated)
  A: 1	B: 0.9	C: 0.9	D: -4	E: 0.94	F: -19	G: 1	H: 14	I: -1	J: 1.3
> O=C(Nc1nccs1)C1CCN(S(=O)(=O)c2ccc(Cl)c(C(F)(F)F)c2)CC1
  A: 1	B: 1	C: 1	D: -1	E: 0.89	F: -9	G: 1	H: -2	I: 1	J: 0.9

# The main list resumes; the two compounds before the break are reprinted first.
# Codes: A = TNAP act hi DEA; B = PMI act; C = PMI act satM6P; D = TNAP inh hi DEA; E = NF-kB neuron act; F = TNAP inh no acc; G = FLuc act counter; H = APP 5'UTR act; I = FLuc inh counter; J = bIAP act
> CC1CCN(C(=O)c2ccc(COc3ccccc3Cl)o2)CC1
  A: 1	B: 1	C: 1.1	D: 1	E: 1.1	F: -6	G: 1	H: 4	I: -1	J: 0.9
> NC(=O)NC(=O)COC(=O)c1ccc(OC(F)F)cc1
  A: 1.1	B: 0.9	C: 0.9	D: -7	E: x	F: -18	G: 1.1	H: 1	I: -7	J: 1
> Cc1nc(COC(=O)c2c(C)nn(-c3ccccc3)c2C)cs1
  A: 1	B: 0.9	C: 1	D: -4	E: 1.4	F: -9	G: 1	H: 25	I: 0	J: 1.1
> CC1C=CC(C)C(C(=O)O)C1C(=O)O (configuration not stated)
  A: 1	B: 0.9	C: 0.9	D: -4	E: 1.3	F: -13	G: 1	H: 15	I: -4	J: 0.9
> COc1ccc(Oc2cc(C(F)(F)F)cnc2C(N)=O)cc1
  A: 1	B: 1.1	C: 1.1	D: -4	E: 0.9	F: -10	G: 1.1	H: x	I: -7	J: 0.9
> COc1cccc2cc(/C(=N/O)c3ccccc3)oc12
  A: 1	B: 0.8	C: 0.8	D: -3	E: 0.9	F: -6	G: 1	H: 37	I: 0	J: 0.9
> Cc1cc(C)nc(SCC(=O)Nc2ncc(C(F)(F)F)cc2Cl)n1
  A: 1	B: 0.9	C: 0.9	D: -3	E: 0.93	F: -11	G: 1	H: -13	I: -3	J: 0.9
> Cc1cc(C)nc(SCc2nnc(SCC(=O)Nc3cc(C(F)(F)F)ccc3Cl)o2)n1
  A: 1.1	B: 1	C: 1	D: -9	E: 0.96	F: -11	G: 1	H: 0	I: -1	J: 1.5
> CC(C)=CC/C=C1\CCC(C(=O)O)C(C(=O)O)C1 (configuration not stated)
  A: 1	B: 0.9	C: 1	D: -4	E: 1.4	F: -16	G: 1.1	H: -8	I: -5	J: 1
> CCn1nnc(-c2ccccc2NC(=O)c2ccc(-n3cnnn3)cc2)n1
  A: 1	B: 1	C: 1	D: 1	E: 0.9	F: 0	G: 1	H: -1	I: -4	J: 0.9
> CCOC(=O)CNc1c(-c2ccc(Cl)cc2)nc2cnccn12
  A: 0.9	B: 1	C: 1.1	D: 5	E: 1.1	F: -13	G: 1	H: 13	I: 1	J: 1.1
> COC(=O)c1nnn(-c2ccccc2)c1N
  A: 1	B: 1	C: 1	D: 0	E: 1.1	F: -4	G: 0.9	H: 5	I: 5	J: 1.3
> Cc1nn(CCC(=O)NNC(=S)Nc2ccc(F)cc2)c(C)c1Br
  A: 1	B: 1	C: 1	D: -5	E: 1	F: -9	G: 1.1	H: 22	I: -9	J: 1

# 3 of the entries above in order of their number in APP 5'UTR act, high to low.
Structure	TNAP act hi DEA	PMI act	PMI act satM6P	TNAP inh hi DEA	NF-kB neuron act	TNAP inh no acc	APP 5'UTR act	bIAP act
COC(=O)c1nnn(-c2ccccc2)c1N	1	1	1	0	1.1	-4	5	1.3
CCn1nnc(-c2ccccc2NC(=O)c2ccc(-n3cnnn3)cc2)n1	1	1	1	1	0.9	0	-1	0.9
Cc1cc(C)nc(SCC(=O)Nc2ncc(C(F)(F)F)cc2Cl)n1	1	0.9	0.9	-3	0.93	-11	-13	0.9

# Marked active in NF-kB neuron act, among the entries above:
Molecule | TNAP act hi DEA | PMI act | PMI act satM6P | TNAP inh hi DEA | NF-kB neuron act | TNAP inh no acc | APP 5'UTR act | bIAP act
c1ccc(Nc2nc(-c3cccnc3)cs2)nc1 | 1 | 0.9 | 1 | -1 | 5* | -3 | 194* | 1

# Screening data deposited in PubChem BioAssay by several laboratories.
